Bioassay records (PubChem BioAssay)
Vif inh – HIV Vif inhibition | AID 602346 | inhibition, % at 7.49 µM | HEK293T cells, Vif self-association by quenched fluorescence, imaging, 24 h | 0.35% of 340,000 active; in the data active = inhibition above about 50%, passing the limit was not always enough; also: some results filed as inactive read as strong as hits
aDG glyco up – alpha-DG glycosylation activation | Pro5-aDG cells, alpha-DG glycosylation AlphaScreen (IIH6); 0% Pro5, 100% B10-LARGE cell signal | AID 624168 | 0.22% of 360,000 active | activation, % at 10 µM;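 active = activation of at least 8% versus controls, or a plate z-score of at least 8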;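 also: Pro5 are CHO cells carrying HIG-tagged alpha-DG that lacks glycosylation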
NOD2-RIPK2 inh – inhibitors of human NOD2-RIPK2 interaction; O43353; CHO BLA complementation NOD2-RIPK2, CCF4 ratio; inhibition, % at 4.98 µM; 0.38% of 360,000 active; AID 624267; in the data active = inhibition above about 21%;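 also: 0% = vehicle only and 100% = reference blocker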
Target sequence (O43353 whole entry, looked up): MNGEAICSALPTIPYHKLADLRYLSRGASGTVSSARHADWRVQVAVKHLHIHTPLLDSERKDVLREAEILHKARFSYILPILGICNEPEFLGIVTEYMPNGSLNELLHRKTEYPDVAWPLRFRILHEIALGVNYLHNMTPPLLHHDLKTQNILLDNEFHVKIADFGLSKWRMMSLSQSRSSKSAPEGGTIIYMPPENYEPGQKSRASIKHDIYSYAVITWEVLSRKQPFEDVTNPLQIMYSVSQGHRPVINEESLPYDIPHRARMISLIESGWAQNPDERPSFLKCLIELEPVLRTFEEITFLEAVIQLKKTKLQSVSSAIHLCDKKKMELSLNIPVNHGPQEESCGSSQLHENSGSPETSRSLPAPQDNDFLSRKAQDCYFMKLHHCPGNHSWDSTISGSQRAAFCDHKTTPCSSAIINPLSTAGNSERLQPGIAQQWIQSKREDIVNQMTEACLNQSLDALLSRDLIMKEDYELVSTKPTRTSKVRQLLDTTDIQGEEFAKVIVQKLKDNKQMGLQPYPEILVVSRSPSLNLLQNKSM
TLR9-MyD88 inh – blocks human TLR9 binding to MyD88 | AID 504734 | 0.21% of 340,000 active | inhibition, % at 4.98 µM | CHO BLA complementation TLR9-MyD88, CCF4 FRET ratio | Q9NR96+Q99836;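 active = inhibition above the mean over all tested compounds plus 3 SD, cut at about 21% in these data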;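 also: 0% = DMSO only wells and 100% = clavulanate BLA inhibitor control wells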
ABCB6 inh 2 – inhibitors of human ABC transporter ABCB6 | Q9NP58 | K562-ABCB6 porphyrin accumulation, flow cytometry, 1 h; active compounds read low | fluorescence ratio to DMSO, % at 10 µM | 0.19% of 360,000 active | AID 602162;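 active = fluorescence ratio to DMSO below 75%, the collection mean minus 3 SD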;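 also: signal is porphyrin accumulated inside mitochondria; 100% equals median channel fluorescence of DMSO control wells; lower ratio means ABCB6 inhibition with less porphyrin fluorescence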
Glyco luc inh – blocks N-linked glycosylation in D54 reporter cells; AID 588692; D54 ERlucT glycosylation luciferase reporter, 24 h; percent of 100 nM tunicamycin response; 0.23% of 360,000 active; reporter increase, % at 12.5 µM;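 active = mean luciferase reporter signal, scaled so untreated is 0 and the glycosylation-blocking control 100, at or above a set limit in every replicate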;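 also: luciferase carries N-glycosylation sites so blocking glycosylation raises the light; 0% = median of neutral control wells and 100% = median of 100 nM tunicamycin wells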
ABHD5-PLIN5 inh – blocks binding of human ABHD5 to perilipin-5; Split G. princeps luciferase complementation, luminescence, 4 h; inhibition, % at 4 µM; 0.78% of 360,000 active; AID 602281;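 active = inhibition above the mean inhibition across every tested compound plus 3 SD, cut at about 22% in these data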;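 also: 0% = DMSO only wells and the 100% control is not disclosed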
MC4R ag barr – activates human MC4R beta-arrestin recruitment | P32245 | U2OS MC4R beta-arrestin complementation, luminescence; percent of melanotan II response, DMSO zero | activation, % at 8.9 µM | 0.98% of 360,000 active | AID 540308;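 active = activation above a per-plate cutoff, the mean activation of sample wells on that plate plus 3 SD, cut at about 8% in these data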
Target sequence (P32245 whole entry, looked up): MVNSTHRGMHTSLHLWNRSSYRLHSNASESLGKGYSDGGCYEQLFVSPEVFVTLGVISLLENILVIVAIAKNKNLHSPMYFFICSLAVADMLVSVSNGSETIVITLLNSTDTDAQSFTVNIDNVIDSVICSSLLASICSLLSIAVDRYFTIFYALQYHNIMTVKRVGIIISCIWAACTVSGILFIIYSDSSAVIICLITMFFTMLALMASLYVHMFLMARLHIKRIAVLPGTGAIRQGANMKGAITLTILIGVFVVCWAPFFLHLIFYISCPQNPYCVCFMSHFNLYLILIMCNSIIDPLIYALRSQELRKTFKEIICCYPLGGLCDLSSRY
Exocytosis inh – blocks lytic granule exocytosis. TALL-104 LAMP-1 surface exposure, flow cytometry; cells stimulated with thapsigargin and PMA. inhibition, % at 10 µM. 0.66% of 360,000 active;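 active = inhibition above about 55%, limit read from the data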
MC4R antagonist – human MC4R antagonism in cAMP assay | P32245 | MC4R-expressing cells, MTII-stimulated cAMP, LANCE TR-FRET | inhibition, % at 6.5 µM | 0.48% of 360,000 active | AID 540295;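 active = inhibition above its plate's cutoff, the mean of tested wells on that plate plus 3 SD, cut at about 29% in these data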;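 also: 0% = Melanotan II alone and 100% = Melanotan II plus saturating MCL0020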
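system = U2OS cells with stable human MC4R expression | also added = Melanotan II challenge after compound preincubation | dosing = one concentration, 6.5 µM nominal | incubation = compound 30 min, challenge 1 h, detection 1 h | measured by = TR-FRET with Eu-cAMP and labeled anti-cAMP, 671 nm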
The depositor's hits bear a star; . = no result given. The list is partial (hit frequency here may not be typical).

SMILES	Vif inh	aDG glyco up	NOD2-RIPK2 inh	TLR9-MyD88 inh	ABCB6 inh 2	Glyco luc inh	ABHD5-PLIN5 inh	MC4R ag barr	Exocytosis inh	MC4R antagonist
OCCn1c(-c2ccc(F)cc2)csc1=Nc1ccccc1	-1	0.3	6	3	94	-2	-8	-1.9	0	0
CCOCCCNC(=O)Cn1cc2c(n1)CCCC2	11	0.1	-4	-4	107	2	-9	-2.0	3	0
COc1ccc(C(=O)OCC(O)COC(=O)c2ccc(OC)cc2)cc1	6	-0.1	-6	.	94	1	2	-0.3	-4	5
CNc1oc(Cc2cccc3ccccc23)nc1C#N	-5	0.1	-47	-2	104	1	8	-0.7	-2	3
Cc1ccc2c(c1)nnn2C1CCN(C(=O)c2ccccc2F)CC1	3	0.1	0	-5	96	0	-2	-2.0	6	10
CC(=O)NCCc1c[nH]c2ccc(O)cc12	4	-0.2	-11	2	91	3	-7	-0.7	-7	-4
O=C(COC(=O)c1c2c(nc3ccccc13)/C(=C/c1ccco1)CC2)NC1CCCC1	-2	0.3	2	19	101	5	9	-1.4	-1	0
COc1cccc(N(CC(=O)Nc2cccc(F)c2)S(C)(=O)=O)c1	19	0.0	-4	1	104	-2	2	-0.4	15	3
S=C(NN=C1CCCCCC1)Nc1ccc(Cl)cc1	10	-0.1	-20	0	97	1	-3	-1.5	6	2
COc1ccccc1-c1oc2ccccc2c1-c1ccc2c(c1)OCO2	6	0.2	-5	-6	96	-4	-7	-0.1	-1	5
CCOCCOC(=O)C1=C(C)N(C)C(=O)NC1c1ccccc1F (stereo unspecified)	3	-0.1	7	-10	92	1	3	1.2	-4	3
COC(=O)c1ccc(NC(=S)NC2CCCCC2C)cc1 (stereo unspecified)	0	0.3	1	13	100	7	-4	-0.7	12	-7
Cc1ccc2c(c1)cc(C)c1nnc(SCC(=O)NCc3ccco3)n12	-4	0.7	-8	1	97	3	1	0.3	-4	19
Cc1ccc(-n2c(SCC(=O)Nc3ccc(N4CCOCC4)cc3)nc3ccccc3c2=O)cc1	.	-0.3	1	10	93	-4	-9	-1.1	-6	17
O=C(CSc1ccc(F)cc1)NCCc1ccc(Cl)cc1	6	0.0	-12	6	99	-1	-4	-0.4	39	-3
Cn1cc(Br)c(C(=O)NNC(=O)Cc2ccc(Cl)cc2)n1	5	-0.1	-1	-11	96	-1	4	-0.8	-2	15
O=[N+]([O-])c1ccc(CSc2nnc(-c3cnccn3)o2)cc1	6	0.2	-14	5	96	1	-1	-0.7	-3	9
CC1=C(C(=O)OCc2ccccc2)C(c2ccccc2)NC(=O)N1CCCCCC(=O)O (stereo unspecified)	-3	0.0	-10	-5	97	0	-1	-0.8	2	5
CCOc1ccc(C2Nc3ccccc3C(CC)(CC)O2)cc1 (stereo unspecified)	-9	0.1	2	-5	102	3	3	-5.4	8	12
C=CCc1cc(OC)ccc1OCCOCCC(C(=O)OCC)C(=O)OCC	0	1.5	2	0	99	1	-4	0.9	-10	1
Cc1cc(OCc2cc(C(=O)N(C)CC3CCOCC3)no2)cc(C)c1Cl	0	0.3	-6	-3	96	0	2	-3.1	0	-1
Cc1ccc(-c2cc(C(=O)Nc3c(C)n(C)n(-c4ccccc4)c3=O)c3ccccc3n2)cc1	-4	-0.4	-6	-4	91	-1	5	0.8	1	7
CC1(C)CC(=O)C(C(c2ccc(F)cc2)C2C(=O)CC(C)(C)CC2=O)C(=O)C1	-5	-0.3	-2	-18	95	0	2	-0.2	-4	25
Cn1nccc1C(=O)N/N=C/c1c(O)ccc2ccccc12	-20	1.9	5	11	85	-9	4	0.9	-1	8
COC(=O)c1ccc2nc(NC(=O)C3CCCCC3)sc2c1	7	0.2	-6	-7	106	-9	1	3.2	-4	15
C[C@@H](C(=O)NNC(=O)c1ccc(Cl)cc1)N1C(=O)C2CC=CCC2C1=O (stereo partly specified)	-1	0.0	-12	-6	94	2	8	0.1	1	2
COC(=O)CCCn1cc(CN2CC(N(C)C)CS2(=O)=O)nn1 (stereo unspecified)	.	-0.2	-10	.	99	.	-2	.	2	.
Cc1ccc(CNC(=O)Cn2cccc2)cc1	2	0.0	-9	4	100	1	-3	-0.8	-9	0
COc1ccc(-n2c(C)cc(C(=O)CSc3ccc(NC(C)=O)cc3)c2C)cc1	12	0.0	-1	4	96	-3	9	-0.3	6	-6
Cc1ccc(-c2cc(N)nc(-c3ccccc3)c2)cc1	20	0.2	-4	-4	93	16	-17	2.9	48	-10
O=c1c2cc(NC(=S)NC3CCN(Cc4ccccc4)CC3)ccc2nc2n1CCCCC2	1	4.6	4	0	102	-3	8	1.3	2	6
COc1ccccc1-n1c(SCC(=O)Nc2cccc(C(=O)O)c2)nnc1-c1ccccc1C	2	0.1	7	5	103	5	2	-1.9	-1	4
O=C(NCC12CC3CC(CC(C3)C1)C2)c1nc2ncccn2n1	-3	-0.4	-3	-4	98	0	3	-1.1	1	0
Cc1cccc(CCNC(=O)CCS(=O)(=O)c2cc3c(cc2Cl)NC(=O)CO3)c1	1	-0.3	-6	-7	104	2	0	0.7	4	8
CC(C)c1ccc(NC(=O)NCc2ccc3c(c2)OCO3)cc1	-5	0.7	-8	0	100	2	-2	5.9	-9	1
Cc1cc(O)c(Sc2ccccc2)c(=O)o1	-4	0.0	-2	.	96	2	4	-0.6	-7	13
O=C(NC(c1ccccc1)c1cnccn1)C1CCN(Cc2ccc(Cl)c(Cl)c2)CC1 (stereo unspecified)	-3	0.6	7	.	95	0	10	4.5	-4	-2
Nc1c(N(CCCO)C(=O)C2CCCC2)c(=O)[nH]c(=O)n1Cc1ccccc1	3	0.0	-2	-3	98	0	18	0.7	-6	3
CCOC(=O)C1(CCCc2ccccc2)CCN(C(=O)C2CCCN(C(N)=O)C2)CC1 (stereo unspecified)	0	0.0	0	2	98	1	0	-1.8	5	0
Cc1ccsc1C(=O)N1CCN(C(=O)c2ccco2)CC1	10	0.2	-18	2	92	-2	8	-1.5	1	-4
CC1(C)NC(=O)N(CC(=O)OCC(=O)N2CCN(S(=O)(=O)c3ccccc3)CC2)C1=O	-3	0.1	-10	-4	100	-1	0	0.1	4	8
CC(C)C(NC(=O)c1ccc(C(C)(C)C)cc1)C(=O)OCC(=O)NC(=O)Cc1ccccc1 (stereo unspecified)	11	-0.3	12	7	93	2	-1	4.1	-7	18
O=C(c1cccc(S(=O)(=O)N2CCOCC2)c1)N1CCN(S(=O)(=O)c2cccs2)CC1	-4	0.7	-10	1	100	-2	3	-2.2	-4	3
COc1cccc(C(C)(O)c2nc(-c3cccs3)cs2)c1 (stereo unspecified)	-18	0.3	2	.	97	-4	-7	0.6	-2	-1
CC(C)(CCO)NC(=S)NC1CC2C=CC1C2 (stereo unspecified)	-3	0.0	0	14	100	2	2	1.2	-6	10
COC(=O)C(Cc1ccccc1)NC(=O)COc1ccc(C(C)(C)C)cc1 (stereo unspecified)	6	0.0	11	3	94	-8	-4	2.7	-2	7
O=C(c1cccc([N+](=O)[O-])c1)c1ccc2c(c1)C(=O)NC2=O	-2	0.1	-3	.	88	1	-1	1.2	0	2
COc1cc(/C=C/C(=O)N2CCN(c3ccccn3)CC2)cc(OC)c1OC	2	0.3	-4	-4	97	1	-1	-2.1	2	5
CC(=O)Nc1ccc(S(=O)(=O)Oc2ccc(/C=N/NC(=O)c3ccc(Cl)cc3)cc2)cc1	6	0.0	-4	1	89	-2	8	2.4	0	5
CCCCN(C)C(=S)Nc1ccsc1C(=O)OC	5	-0.1	5	-1	97	1	-3	-0.8	10	-11
CN(Cc1nc2ccccc2n1C)C(=O)c1ccco1	-1	-0.1	-3	-14	102	0	-3	-3.0	-3	9
C[C@H](CO)N1C[C@H](C)[C@@H](CN(C)C(=O)Nc2ccc(C(C)(C)C)cc2)OCc2cnnn2CCCC1=O	1	0.1	-11	-2	92	-3	1	1.8	-2	13
O=C(NCc1ccc(OC(F)(F)F)cc1)c1cccc2c1C(=O)c1ccc(N3CCCC3)cc1S2(=O)=O	0	0.3	5	-11	118	-2	8	-0.9	-1	10
Nc1cc(=O)[nH]n1C1CCN(c2ccccc2)CC1	3	-0.2	0	7	82	3	-1	-1.3	3	3
CN(CC(=O)Nc1c(Cl)cccc1Cl)C(=O)CCCN1C(=O)c2ccccc2C1=O	-1	0.1	-1	-7	100	4	-11	-0.3	0	9
Cc1ccc(CSc2ncnc3c2cnn3Cc2ccccc2)cc1C	-2	-0.2	-11	-6	99	-5	5	3.1	-4	14
O=C(NCC1CCCCC1)c1ccc2nc([C@@H]3O[C@H](CO)[C@H](O)[C@H](O)[C@H]3O)[nH]c2c1	1	-0.3	-17	.	104	1	5	1.1	0	-4

12 entries out of the list, arranged by SMILES length, falling:
SMILES	Vif inh	aDG glyco up	NOD2-RIPK2 inh	TLR9-MyD88 inh	ABCB6 inh 2	Glyco luc inh	ABHD5-PLIN5 inh	MC4R ag barr	Exocytosis inh	MC4R antagonist
C[C@H](CO)N1C[C@H](C)[C@@H](CN(C)C(=O)Nc2ccc(C(C)(C)C)cc2)OCc2cnnn2CCCC1=O	1	0.1	-11	-2	92	-3	1	1.8	-2	13
O=C(NCC1CCCCC1)c1ccc2nc([C@@H]3O[C@H](CO)[C@H](O)[C@H](O)[C@H]3O)[nH]c2c1	1	-0.3	-17	.	104	1	5	1.1	0	-4
CC(C)C(NC(=O)c1ccc(C(C)(C)C)cc1)C(=O)OCC(=O)NC(=O)Cc1ccccc1 (stereo unspecified)	11	-0.3	12	7	93	2	-1	4.1	-7	18
O=C(NC(c1ccccc1)c1cnccn1)C1CCN(Cc2ccc(Cl)c(Cl)c2)CC1 (stereo unspecified)	-3	0.6	7	.	95	0	10	4.5	-4	-2
O=c1c2cc(NC(=S)NC3CCN(Cc4ccccc4)CC3)ccc2nc2n1CCCCC2	1	4.6	4	0	102	-3	8	1.3	2	6
O=C(c1cccc([N+](=O)[O-])c1)c1ccc2c(c1)C(=O)NC2=O	-2	0.1	-3	.	88	1	-1	1.2	0	2
COc1cc(/C=C/C(=O)N2CCN(c3ccccn3)CC2)cc(OC)c1OC	2	0.3	-4	-4	97	1	-1	-2.1	2	5
Cc1cc(OCc2cc(C(=O)N(C)CC3CCOCC3)no2)cc(C)c1Cl	0	0.3	-6	-3	96	0	2	-3.1	0	-1
COc1ccccc1-c1oc2ccccc2c1-c1ccc2c(c1)OCO2	6	0.2	-5	-6	96	-4	-7	-0.1	-1	5
CCOCCOC(=O)C1=C(C)N(C)C(=O)NC1c1ccccc1F (stereo unspecified)	3	-0.1	7	-10	92	1	3	1.2	-4	3
Cn1nccc1C(=O)N/N=C/c1c(O)ccc2ccccc12	-20	1.9	5	11	85	-9	4	0.9	-1	8
S=C(NN=C1CCCCCC1)Nc1ccc(Cl)cc1	10	-0.1	-20	0	97	1	-3	-1.5	6	2
